CASP6 VEID inh = caspase-6 (human) enzyme inhibition | P55212 | purified caspase-6, Z-VEID-R110 cleavage fluorescence | inhibition, % at 12.5 µM | 0.53% of 350,000 active | AID 686996;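 active = mean inhibition across replicates at least about 35%, with every replicate also reaching that limit, limit read from the data; inconclusive = only one of the two criteria met; inactive = neither criterion met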;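 note: 0% = median of neutral control wells and 100% = no fluorescence left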
DENV2 CPE = inhibitors of DENV2 cytopathic effect; 1.7% of 350,000 active; AID 651640; DENV2-infected cells, cytopathic effect rescue, plate reader; CPE inhibition, % at 9.99 µM; in the data active = CPE inhibition above about 20%, passing the limit was not always enough; inconclusive = no clear call, values can overlap the other calls; tested in BHK-21 cells;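 note: 0% = median of neutral control wells and 100% = median of positive control wells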
ERAP1 inh = blocks human ERAP1 aminopeptidase activity; Q9NZ08; recombinant ERAP1, Leu-AMC fluorescence, 60 min; inhibition, % at 10.7 µM; 0.15% of 340,000 active; AID 652197;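 active = mean replicate inhibition of at least 30%, or all replicates individually reaching that 30% level; inactive = mean below 30% and not every replicate reaching it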;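 note: 0% = neutral control wells and 100% = L-leucinethiol positive control wells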
F508del corr = correctors of CFTR F508del function in bronchial epithelial cells; activity (quench increase), % at 7.58 µM; CFBE cells, YFP halide quenching; stimulated with forskolin plus potentiator P3; % fluorescence drop versus neutral controls; 0.36% of 350,000 active; AID 720511;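 active = mean added fluorescence quench of at least 8% versus neutral control, with both replicates also reaching 8%; inconclusive = only one of the mean or replicate conditions met; inactive = mean below 8% and not both replicates reaching 8%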;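 note: cells transiently co-express mutant CFTR-F508del with the halide-sensitive YFP; corrector assay measuring rescue of mutant channel to the surface after 24 h compound exposure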
ERp5 block = blocks human ERp5 reductase activity on insulin; Q15084; ERp5 insulin aggregation, absorbance 650 nm, 90 min; inhibition, % at 9.99 µM; 0.05% of 350,000 active; AID 651711;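 active = mean replicate inhibition above about 25%, with every replicate also reaching it, limit read from the data, passing the limit was not always enough; inconclusive = only one of those two criteria met; inactive = neither criterion met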
Target sequence (Q15084 whole entry, looked up): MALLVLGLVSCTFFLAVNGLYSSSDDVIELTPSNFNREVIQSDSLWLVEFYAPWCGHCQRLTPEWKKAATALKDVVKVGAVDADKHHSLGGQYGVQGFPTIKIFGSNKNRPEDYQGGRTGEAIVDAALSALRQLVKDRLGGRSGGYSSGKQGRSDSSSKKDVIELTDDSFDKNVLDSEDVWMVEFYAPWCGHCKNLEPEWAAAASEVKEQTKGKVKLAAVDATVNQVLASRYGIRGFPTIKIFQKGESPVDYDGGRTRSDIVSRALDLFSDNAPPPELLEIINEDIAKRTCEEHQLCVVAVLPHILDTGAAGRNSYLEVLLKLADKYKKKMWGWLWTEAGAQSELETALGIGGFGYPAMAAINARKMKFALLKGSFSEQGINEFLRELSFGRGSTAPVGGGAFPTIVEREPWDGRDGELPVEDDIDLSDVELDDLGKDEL
SIRT5 block = inhibitors of human sirtuin-5 desuccinylase; Q9NXA8; Purified SirT5, succinyl-peptide AMC, trypsin-coupled fluorescence; inhibition, % at 15 µM; 1.1% of 330,000 active; AID 652115; in the data active = inhibition above about 15%; inconclusive = no clear call, values can overlap the other calls
Target sequence (Q9NXA8 whole entry, looked up): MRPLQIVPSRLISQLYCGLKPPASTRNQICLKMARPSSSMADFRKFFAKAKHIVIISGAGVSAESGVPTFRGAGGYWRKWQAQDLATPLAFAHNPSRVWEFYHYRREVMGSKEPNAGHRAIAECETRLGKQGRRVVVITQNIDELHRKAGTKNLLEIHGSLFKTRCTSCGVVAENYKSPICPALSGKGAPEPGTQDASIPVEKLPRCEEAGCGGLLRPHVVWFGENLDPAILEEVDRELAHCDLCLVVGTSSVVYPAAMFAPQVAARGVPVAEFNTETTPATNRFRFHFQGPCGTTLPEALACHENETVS
miR122 inh = inhibitors of miR-122 in Huh7 cells; Huh7 miR-122 Renilla luciferase sensor, 48 h; neutral wells = 0, positive control = 100; activation (reporter increase), % at 12.5 µM; 0.3% of 340,000 active;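 active = mean replicate activation score at least 90 and every replicate individually at or above 90; inconclusive = only one of the two criteria met; inactive = neither criterion met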;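 note: higher luciferase means less miR-122 activity so hits act as miR-122 inhibitors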
The depositor's hits bear a star; u = inconclusive; x = no result given; [ ] = remark or other dose.

SMILES	CASP6 VEID inh	DENV2 CPE	ERAP1 inh	F508del corr	ERp5 block	SIRT5 block	miR122 inh
Cc1cc(C)c(NC(=O)CSc2nnc(Cc3cccn3C)n2-c2ccc(F)cc2)c(C)c1	1	-2	3	-0.8	-1	1	-15
CCNC(=O)CC1SC(=Nc2cccc3ccccc23)N(C)C1=O (stereo not given)	0	-5	6	-1.2	0	-6	1
Cc1ccc(S(=O)(=O)N(C)C)cc1NC(=O)COC(=O)C1CC1	-2	-7	0	-1.4	5	-6	4
COc1ccccc1NS(=O)(=O)c1cc(C(=O)NCc2cccnc2)ccc1C	1	-9	-2	-2.8	7	0	17
CON(C)c1nc(OCC#N)nc(N(C)C)n1	4	4	2	-4.2	-2	-2	x
CC(C)C[C@H]1CNC(=S)N1CC1CCN(CCC2CCCC2)CC1	-10	-12	-3	-0.8	3	-2	-2
COC(=O)c1sccc1NC(=O)Nc1cc(C)ccc1OC	1	u	2	0.8	10	-3	-5
Cc1cc(C)nc(N2CCCC(C(=O)NCc3ccccc3F)C2)n1 (stereo not given)	0	x	-2	-4.0	2	-1	x
c1ccc2c(C(c3nnnn3-c3ccc4c(c3)OCCO4)N3CCOCC3)ccnc2c1 (stereo not given)	-4	6	-6	0.0	1	-3	x
O=[N+]([O-])c1nccn1CCCCCCN1CCOCC1	-35	1	17	1.2	2	-2	-5
Cn1c2ccsc2c2ncn(Cc3ccccc3F)c(=O)c21	-3	-8	-1	2.2	-2	-6	-2
C=C1c2cc(CC)ccc2NC(=O)N1c1ccc(C)cc1	0	12	-2	0.4	-7	x	2
CCCCC(C(=O)O)C(C)CC(=O)Nc1nncs1 (stereo not given)	-3	-4	-7	-1.9	-3	-3	5
CC#CCN1c2ccccc2[C@]23C[C@@H](C(=O)OC)N(C(C)=O)C2=NC(C(=O)OC)=C(C(=O)OC)[C@H]13	0	2	2	2.3	1	4	2
Cc1sc2ncn(CC(=O)NCCN(C)C)c(=O)c2c1S(=O)(=O)N1CCC(C)CC1	3	0	3	-0.4	1	8	-6
COc1cc([N+](=O)[O-])c2nc(C=NNC(N)=S)ccc2c1	1	4	0	-2.6	-3	-2	-1
COCC(=O)N1[C@@H](CO)[C@@H](c2ccc(-c3cccc(F)c3)cc2)C12CN(C(=O)C1CC1)C2	x	1	x	1.4	-1	-1	x
CC1CCCCC1NC(=O)c1cc2ccccc2o1 (stereo not given)	5	0	-4	x	-3	-1	x
CN(C)S(=O)(=O)N1CCN(c2ccccc2)CC1	-2	5	2	-7.0	3	-6	-2
Cc1nnc(NC(=O)CCS(=O)(=O)c2ccccc2)s1	4	3	-4	1.6	-1	-2	x
Cc1ccc(NC(=S)Nc2cccc(S(=O)(=O)Nc3c(C)n(C)n(-c4ccccc4)c3=O)c2)cc1	4	-2	1	0.6	1	0	0
Cc1ccn2c(=O)c(C(=O)NC3CCCCC3C)c(O)nc2c1 (stereo not given)	18	-11	1	0.5	2	-2	-4
COc1ccccc1CC(NC(C)=O)C(=O)NC1CCN(C(=O)c2cccc(Cl)c2)CC1 (stereo not given)	-3	4	-1	-5.7	3	-6	-8
C[C@@H]1CN([C@H](C)CO)C(=O)c2cc(NS(=O)(=O)c3ccccc3)ccc2O[C@@H]1CN(C)CC1CC1	-1	u	3	-3.0	-3	1	2[16.7 µM]
COc1cc2c(c(OC)c1OC)CC(c1ccccc1)=C(c1ccccc1)CC2NC(=O)C(F)(F)F (stereo not given)	-1	-7	-1	-0.4	6	-4	x

An excerpt from above in order of the DENV2 CPE value, rising:
Molecule	DENV2 CPE
O=[N+]([O-])c1nccn1CCCCCCN1CCOCC1	1
COc1ccccc1CC(NC(C)=O)C(=O)NC1CCN(C(=O)c2cccc(Cl)c2)CC1 (stereo not given)	4
C=C1c2cc(CC)ccc2NC(=O)N1c1ccc(C)cc1	12

Later entries
SMILES	CASP6 VEID inh	DENV2 CPE	ERAP1 inh	F508del corr	ERp5 block	SIRT5 block	miR122 inh
CC(C(=O)NC1CCCC1)N(C(=O)Cn1nnc(-c2ccc(F)cc2)n1)c1ccccc1F (stereo not given)	8	-3	2	0.7	-1	-13	-6
CCN1C(=O)[C@H]2[C@@H](c3ccc(-c4ccc(C(C)=O)cc4)c(OC)c3)N[C@@](Cc3ccccc3)(C(=O)OC)[C@H]2C1=O	-1	8	-2	-0.6	4	x	-4
COc1ccc(-c2ccccc2NC(=O)C2CCCN(Cc3ccc(C)o3)C2)cc1 (stereo not given)	1	-1	0	-0.5	10	1	x
Cc1cccc(OCC(=O)NCC(=O)N/N=C/c2ccc([N+](=O)[O-])cc2)c1	2	x	7	-2.7	4	-1	-3
C=CCN1C=C2C(=O)C(C)(OC(=O)c3cnc4ccccc4n3)C(=O)C=C2C=C1/C=C/COC (stereo not given)	28	x	-10	2.2	-3	13	-3
CCC(=O)N1[C@@H]2Cn3c(ccc(C4=CCCC4)c3=O)[C@H]1[C@@H](C(=O)N[C@@H](C)c1ccccc1)[C@@H]2CO	1	-14	-5	-1.6	6	5	0[16.7 µM]
CCOc1ccc(NC(=O)Nc2cc(C(=O)O)ccc2N2CC3CC(C2)c2cccc(=O)n2C3)cc1 (stereo not given)	x	6	-2	1.5	2	3	3
CCS(=O)(=O)N1Cc2ccccc2CC1C(=O)Nc1cc(S(C)(=O)=O)ccc1Cl (stereo not given)	7	9	-1	1.2	-2	-1	x
CCC(C)C(NC(=O)c1ccccc1NC(=O)c1ccccc1)C(=O)O (stereo not given)	-3	3	-2	2.9	9	-1	-1
COc1cc(/C=C2/SC(=O)NC2=O)ccc1Oc1ccc([N+](=O)[O-])cc1[N+](=O)[O-]	30	-2	3	-8.5	2	2	x
O=C(OCC(=O)N1CCCCC1)c1c[nH]c2ccccc12	-3	5	-1	0.8	7	-1	1
O=C(NC(=S)Nc1cccc2[nH]ncc12)c1ccccc1	1	4	-4	-1.8	3	-2	-9
COCCOCCn1c(/C=C/c2ccccc2)nc2ccccc21	-4	7	-2	-2.8	-1	x	3
CCN(CC)S(=O)(=O)c1ccc(NC(=O)c2ccc(OCC3CCCO3)cc2)cc1 (stereo not given)	4	8	2	-0.3	-1	-3	-7
COc1ccc([N+](=O)[O-])cc1NC(=O)Cc1noc2ccccc12	x	-3	-4	1.4	1	-2	-6
CC1CCCC(NC(=O)CN2CCN(S(=O)(=O)c3cccs3)CC2)C1C (stereo not given)	-2	-6	0	2.3	5	0	-4
Cc1cccc(C)c1NC(=S)NCCSc1ccc(Cl)cc1	2	1	2	1.2	-4	1	8
COc1ccccc1-c1ccc([C@H]2[C@H]3CN(C(=O)c4cccnc4)CCCCN3[C@H]2CO)cc1	1	-4	1	-1.7	2	2	-4[16.7 µM]
CCOc1ccc(OCCNC(=O)c2oc3ccccc3c2COC)cc1	4	-8	-3	-1.7	7	-1	-7
CCN(CC)S(=O)(=O)c1cc(NC(=O)C(CC(C)C)NC(N)=O)ccc1C (stereo not given)	12	-10	-4	-2.1	3	1	-5
CC(C)Cc1nnc(NC(=O)CCC(=O)N2CCN(c3ccccc3F)CC2)s1	0	-2	-1	1.1	x	-4	-2
COC(=O)c1ccccc1S(=O)(=O)N(CCCO)Cc1cc2c(C)ccc(C)c2[nH]c1=O	2	15	-1	-2.7	-4	3	2
CCC(=O)OCCNc1nc(-c2ccccc2)nc2ccccc12	2	-8	2	-1.0	0	0	8
N#Cc1ccc2c(=O)n(-c3ccccc3)sc2c1	5	u	0	1.6	-4	-1	-1
CC(C)c1ccc(NC(=O)C2CC3CCC2C3)cc1 (stereo not given)	-2	-5	1	-5.5	-7	-2	7
CCN1[C@@H]2Cn3c(ccc(-c4ccccc4F)c3=O)[C@H]1[C@@H](C(=O)N1CCCCC1)[C@@H]2CO	-2	12	1	-4.3	-1	1	-1[16.7 µM]
CCOCCn1[nH]c2ccccc2c1=O	3	-9	-4	0.3	5	0	8

Compound profiles (already shown). Screens in order: CASP6 VEID inh, DENV2 CPE, ERAP1 inh, F508del corr, ERp5 block, SIRT5 block, miR122 inh
Results for `O=[N+]([O-])c1nccn1CCCCCCN1CCOCC1` → -35, 1, 17, 1.2, 2, -2, -5
Results for `CCN(CC)S(=O)(=O)c1ccc(NC(=O)c2ccc(OCC3CCCO3)cc2)cc1` (stereo not given) → 4, 8, 2, -0.3, -1, -3, -7
Results for `CCNC(=O)CC1SC(=Nc2cccc3ccccc23)N(C)C1=O` (stereo not given) → 0, -5, 6, -1.2, 0, -6, 1

6 entries already listed, arranged by length of the SMILES, low to high:
SMILES	CASP6 VEID inh	DENV2 CPE	ERAP1 inh	F508del corr	ERp5 block	SIRT5 block	miR122 inh
CCC(=O)OCCNc1nc(-c2ccccc2)nc2ccccc12	2	-8	2	-1.0	0	0	8
CCOc1ccc(OCCNC(=O)c2oc3ccccc3c2COC)cc1	4	-8	-3	-1.7	7	-1	-7
CC(C)Cc1nnc(NC(=O)CCC(=O)N2CCN(c3ccccc3F)CC2)s1	0	-2	-1	1.1	x	-4	-2
Cc1cccc(OCC(=O)NCC(=O)N/N=C/c2ccc([N+](=O)[O-])cc2)c1	2	x	7	-2.7	4	-1	-3
C=CCN1C=C2C(=O)C(C)(OC(=O)c3cnc4ccccc4n3)C(=O)C=C2C=C1/C=C/COC (stereo not given)	28	x	-10	2.2	-3	13	-3
CCN1[C@@H]2Cn3c(ccc(-c4ccccc4F)c3=O)[C@H]1[C@@H](C(=O)N1CCCCC1)[C@@H]2CO	-2	12	1	-4.3	-1	1	-1[16.7 µM]
